High-throughput results deposited in PubChem by National Center for Advancing Translational Sciences (NCATS).
FEN1 inh = inhibitors of human flap endonuclease 1; P39748; Recombinant FEN1 flap cleavage, fluorescence, 15 min; Potency, µM (top dose mostly 114 µM), without a hit: at the top dose activity change, negative = inhibition, hits mostly inhibitors; 390,000 tested, 0.35% active; further: nearly all actives have a fitted effect of over 65% in size
Target sequence (P39748 whole entry, looked up): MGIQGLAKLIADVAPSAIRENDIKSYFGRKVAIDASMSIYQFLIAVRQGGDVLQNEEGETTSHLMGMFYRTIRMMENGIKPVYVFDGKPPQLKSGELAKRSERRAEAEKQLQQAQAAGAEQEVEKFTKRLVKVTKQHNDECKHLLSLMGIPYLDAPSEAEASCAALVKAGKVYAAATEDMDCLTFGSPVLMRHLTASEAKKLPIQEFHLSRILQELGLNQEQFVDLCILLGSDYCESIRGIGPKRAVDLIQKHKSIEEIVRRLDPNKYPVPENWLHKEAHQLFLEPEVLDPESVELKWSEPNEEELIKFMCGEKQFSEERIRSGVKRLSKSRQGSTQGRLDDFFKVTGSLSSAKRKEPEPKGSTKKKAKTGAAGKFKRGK
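Compounds are tested as a concentration series against 10 nM FEN1; after a 15 min room-temperature preincubation, 50 nM substrate starts cleavage, with plate reads at 0 and 15 min. Normalized responses are fitted by a Hill equation.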
TDP1 inh = TDP1 (human) enzyme inhibition; recombinant TDP1, AlphaScreen DNA substrate cleavage; Q9NUW8; AID 485290; Potency, µM (top dose mostly 130 µM), for inactives: at the highest dose activity change, negative = inhibition, actives largely listed as inhibitors; 350,000 tested, 0.28% active; further: nearly all actives have a fitted effect of over 40% in size
Target sequence (Q9NUW8 whole entry, looked up): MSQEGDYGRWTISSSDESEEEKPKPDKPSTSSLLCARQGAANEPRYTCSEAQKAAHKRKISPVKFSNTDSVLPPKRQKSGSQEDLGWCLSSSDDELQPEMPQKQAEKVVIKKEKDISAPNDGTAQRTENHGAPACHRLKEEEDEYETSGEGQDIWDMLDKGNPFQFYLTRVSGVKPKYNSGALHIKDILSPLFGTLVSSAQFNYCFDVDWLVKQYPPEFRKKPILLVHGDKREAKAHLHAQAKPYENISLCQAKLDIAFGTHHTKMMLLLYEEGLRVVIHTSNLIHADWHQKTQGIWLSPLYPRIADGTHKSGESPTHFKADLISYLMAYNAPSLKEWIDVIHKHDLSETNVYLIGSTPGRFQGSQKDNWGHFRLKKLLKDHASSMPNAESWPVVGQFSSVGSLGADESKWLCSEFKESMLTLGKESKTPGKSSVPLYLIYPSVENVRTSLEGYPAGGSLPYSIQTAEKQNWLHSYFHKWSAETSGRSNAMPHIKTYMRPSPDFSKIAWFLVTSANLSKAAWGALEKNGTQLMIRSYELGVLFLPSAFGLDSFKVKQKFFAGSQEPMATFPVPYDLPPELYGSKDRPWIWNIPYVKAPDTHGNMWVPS
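Enzyme-compound mixtures sat 15 min at room temperature, followed by a 5 min reaction with 15 nM final substrate and 10 min with AlphaScreen beads. Recombinant human Tdp1 was used at 1 nM final.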
N370S GC = inhibitors or activators of N370S glucocerebrosidase for Gaucher disease. P04062. N370S GC spleen homogenate, 4MU-glucoside fluorescence. Potency, µM (highest dose often 59.4 µM), without a hit: top-dose activity change, negative = inhibition, hits mostly inhibitors. 330,000 tested, 0.092% active. AID 2101;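 further: 0% = full enzyme activity and -100% = no enzyme basal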
The depositor's hits bear a star; ? = inconclusive; . = no result given; [ ] = dose if it differs, or a comment. The call rests on the fitted dose curve; in most records, active means well fitted curve in the direction sought with a large enough effect; inconclusive means small, poorly fitted or top-dose-only effect, or another doubt; inactive means no such curve, though single readings can be large; an effect the other way counts as inactive or inconclusive. Unless noted, on the % scale 0 is the no-effect control and ±100 the full control effect; potency means the concentration at half of the fitted maximal effect.

SMILES	FEN1 inh	TDP1 inh	N370S GC
O=c1c2ccccc2nc(SCc2cccc(F)c2)n1C1CCCC1	-12%	-5%	26%
O=C(COC(=O)Cc1ccc(S(=O)(=O)N2CCOCC2)s1)Nc1ccc([N+](=O)[O-])cc1	-20%	?	.
Cc1cc2ccccn2c1C(=O)c1ccc(NN)c([N+](=O)[O-])c1	14%	9%	-2%
Clc1ccccc1CSc1nnc(-c2ccco2)c(-c2ccco2)n1	?	-4%	25%
CCOc1ccc(NC(=O)CN(C2CCCCC2)S(C)(=O)=O)cc1	10%	-8%	4%
CCC1CCCCN1S(=O)(=O)c1ccc(S(=O)(=O)N2CCN(S(=O)(=O)CC)CC2)cc1 (stereo unspecified)	7%	-8%	4%
Nc1ccc2nc(CCCCCCCCc3nc4ccc(N)cc4[nH]3)[nH]c2c1	1%	7%	-9%
CCc1ccccc1NC(=O)c1nnn(CC(=O)Nc2cccc(C)c2C)c1N	0%	0%	-7%
COCCNC(=O)CSc1nc(-c2ccccc2)[nH]c1-c1ccc(OC)cc1	5%	2%[12.3 µM]	.
O=C(Cn1ncnn1)OCc1ccccc1Cl	3%	-4%	-5%
N#Cc1cnn2cc(-c3ncc(C(F)(F)F)cc3Cl)cnc12	-8%	3%	1%
O=C(CSc1nc(O)cc(=O)[nH]1)N1c2ccccc2Sc2ccccc21	-19%	8%	-5%
CCCC/C=C/C(NC(=O)c1ccc(-c2ccccc2)cc1)c1ccccc1 (stereo unspecified)	2%	1%	3%
CC(=O)Nc1ccc(N(C(=O)CNC(=O)c2ccco2)C(C(=O)NCc2ccco2)c2ccccc2F)cc1 (stereo unspecified)	0%	6%	-5%
COc1ccc(-c2ccc(NS(=O)(=O)c3cccc(Cl)c3)cc2)nn1	15%	1%	.
Cc1ccccc1NC(=O)c1cc(S(=O)(=O)N2CCOCC2)cs1	4%	8%	-12%
CC1CCN(S(=O)(=O)c2ccc(-c3nnc(SCc4cccnc4)o3)cc2)CC1	-3%	2%	-2%
Cc1cccc(C)c1NC(=O)CCCn1nc(C)c2c(C)n(-c3ccccc3)nc2c1=O	7%	-10%	-3%
Cc1cc(C)cc(NC(=O)C(OC(=O)c2cc[n+]([O-])cc2)c2ccccc2)c1 (stereo unspecified)	17%	0%	.
COc1ccc(/C(O)=C2/C(=O)C(=O)N(CCN3CCOCC3)C2c2ccccn2)cc1OC (stereo unspecified)	-6%	3%	-3%
CCCNC(=O)CN1C(=O)c2cccnc2Sc2ccccc21	-4%	3%	.
c1ccc(C2CCC(N3CCC(N4CCCCC4)CC3)CC2)cc1 (stereo unspecified)	.	4%	7%
CCN(CC)C(=O)N1c2ccccc2Sc2ccccc21	5%	.	-5%
Cc1cccc(NC(=O)c2sc3ncnc(N(C)C4CCCCC4)c3c2C)c1C	10%	0%	.
COc1ccc(Cn2c(=O)oc3ccc(C)cc32)cc1	-3%	.	4%
COc1ccc(/C=N/Nc2cc(C)nc3c(C)cccc23)cc1	18µM*	3%	-4%
Cc1ccccc1C(=O)NC(=S)NCCc1ccccc1	-14%	2%	12%
COc1ccc(S(=O)(=O)N(CC(=O)N2CCN(C)CC2)c2ccc(C)cc2)cc1OC	-2%	4%	-1%
CCCCn1c(CN2CCN(c3cccc(Cl)c3)CC2)nc2c1c(=O)n(C)c(=O)n2C	-7%	8%	-8%
COc1ccc(CNC(=O)c2cc(S(=O)(=O)N3CCCC3)cn2C)cc1	19%	.	-3%
C=CCc1cccc(/C=N/n2c(C)nnc2C)c1O	-4%	1%	.
O=C(CCC1CCCC1)Nc1ccon1	-15%	4%	-2%
CC(C)(C)C(=O)CSc1nnc(-c2cccs2)n1CC1CCCO1 (stereo unspecified)	0%	-2%	5%
CCn1c(CSc2nc3ccccc3s2)nnc1SCC(=O)c1ccc(O)cc1O	16%	-2%	4%
O=C(Cn1cnc2c(OCc3ccccc3)ncnc21)NCc1ccccn1	17%	0%	.
CC(C)c1cc(C(=O)NNC(=S)NCc2ccco2)c(O)c(C(C)C)c1	-17%	-3%	7%
CCOC(=O)c1ccc(NC(=O)CSc2nnc(C3CC3)n2C)cc1	-1%	4%	6%
CCN(CC)c1ccc(NC(=O)CN(C)Cc2cccs2)cc1	-5%	18%	-8%
O=C(COC(=O)c1ccc([N+](=O)[O-])o1)NCCCc1ccccc1	?	0%	.
Cc1onc(-c2c(F)cccc2Cl)c1C(=O)N1CCCC1	-4%	0%	-4%

A different layout for part of the listing above:
Compound,FEN1 inh,TDP1 inh,N370S GC
Cc1ccccc1C(=O)NC(=S)NCCc1ccccc1,-14%,2%,12%
COc1ccc(S(=O)(=O)N(CC(=O)N2CCN(C)CC2)c2ccc(C)cc2)cc1OC,-2%,4%,-1%
CCCCn1c(CN2CCN(c3cccc(Cl)c3)CC2)nc2c1c(=O)n(C)c(=O)n2C,-7%,8%,-8%

Later entries.
SMILES	FEN1 inh	TDP1 inh	N370S GC
Cc1nnc(SCC(=O)NC(C)c2ccccc2)[nH]c1=O (stereo unspecified)	-6%	5%	0%
COc1ccccc1N1CCN(C(=O)C2CCN(C(=O)c3ccccc3C)CC2)CC1	-1%	3%	-2%
COc1ccc(CCNC(=O)CCc2cc(OC)c(OC)c(OC)c2)cc1	10%	.	-15%
COCCNC(=O)Cn1c(=O)n(CCCC(=O)NCc2ccc3c(c2)OCO3)c(=O)c2sccc21	0%	9%	-6%
CCOc1ccc2cc(C#N)c(SCC(=O)OCc3ccccc3)nc2c1	5%	0%	.
Cn1cccc1C(=O)OCC(=O)c1cc2ccccc2o1	-3%	2%	12%
Cc1ccc(N2C(=O)CCC(C(=O)O)C2c2cccs2)cc1 (stereo unspecified)	-10%	0%	-1%
CCc1ccccc1NC(=S)Nc1cc(OC)c(NC(=O)C(C)C)cc1OC	-3%	.	-2%
CCN(CC)C(=O)Cn1cc(S(=O)(=O)CC(=O)Nc2cc(OC)ccc2OC)c2ccccc21	0%	6%	1%
CCc1ccc2oc(C(=O)NCc3ccc(S(N)(=O)=O)cc3)c(C)c2c1	0%	3%	10%
O=S(=O)(c1cc(F)ccc1F)N1CCN(c2ncccn2)CC1	-20%	4%[56.1 µM]	-2%
COc1ccccc1CSc1nc2ccccc2[nH]1	2%	-3%	-5%
O=C(NCc1ccc2c(c1)OCO2)c1ccc(CS(=O)Cc2ccc(Cl)cc2)o1 (stereo unspecified)	0%	3%	-2%
CN(C(=O)c1ccc2c(c1)N(Cc1ccc(F)cc1)C(=O)c1ccccc1S2(=O)=O)C1CCCCC1	-14%	8%	.
CN(C(=O)c1ccc(NC(=O)Cc2cccc(NC(=O)C3CCN(C(=O)CCc4ccccc4)CC3)c2)cc1)C1CCCC1	-1%	6%	.
COc1ccc(COc2ncnc3ccc(Br)cc23)cc1F	11%	-3%	4%
COc1ccc(-c2c(-c3cc(OC)cc(OC)c3)n(C)c3ccc(-c4cc(F)cc(OC)c4)cc23)cc1	15%	1%	.
COc1ccc(-n2cc(CNCCCn3ccnc3)c(-c3cccc(F)c3)n2)cc1	-18%	2%	7%
Cc1ccc(N2C(=O)/C(=C/c3cccnc3)SC2=S)cc1	3%	2%	11%
CC(C)CCNC(=O)c1c[nH]c2ccc(S(=O)(=O)N3CCC4(CC3)OCCO4)cc2c1=O	-8%	0%	7%

Entries above containing a Cl atom, in the order listed:
SMILES	FEN1 inh	TDP1 inh	N370S GC
Clc1ccccc1CSc1nnc(-c2ccco2)c(-c2ccco2)n1	?	-4%	25%
O=C(Cn1ncnn1)OCc1ccccc1Cl	3%	-4%	-5%
N#Cc1cnn2cc(-c3ncc(C(F)(F)F)cc3Cl)cnc12	-8%	3%	1%
COc1ccc(-c2ccc(NS(=O)(=O)c3cccc(Cl)c3)cc2)nn1	15%	1%	.
CCCCn1c(CN2CCN(c3cccc(Cl)c3)CC2)nc2c1c(=O)n(C)c(=O)n2C	-7%	8%	-8%
Cc1onc(-c2c(F)cccc2Cl)c1C(=O)N1CCCC1	-4%	0%	-4%
O=C(NCc1ccc2c(c1)OCO2)c1ccc(CS(=O)Cc2ccc(Cl)cc2)o1 (stereo unspecified)	0%	3%	-2%

Next section
SMILES	FEN1 inh	TDP1 inh	N370S GC
CC(/C=C/c1ccccc1)=N\NC(=O)c1ccc2c(c1)OCCO2	-5%	4%	0%
CCSc1nc(-c2ccccc2)nc2c1Cc1c(CO)cnc(C)c1O2	-2%	0%	.
O=CN1CCN(S(=O)(=O)c2ccc(Cl)c(C(=O)O)c2)CC1	3%	4%	-2%
Cc1oc(C(C)(C)C)cc1C(=O)N1CCN(c2ccc(C(F)(F)F)cn2)CC1	-5%	1%	0%
CCc1nnc(NC(=O)c2c(-c3ccccc3)noc2C)s1	-101%	.	0%
CC(C)c1ccc(C(=O)NCCCc2ccccc2)cc1	-4%	-6%	0%[12.8 µM]
O=S(=O)(NCCc1ccccc1)c1cccc2nsnc12	-8%	1%	1%[12.8 µM]
CCOC(=O)CC(=O)CSc1nc2cc(C)ccc2cc1C	-1%	-2%	7%
O=S(=O)(CCc1ccccc1)/N=C/c1cccs1	2%	2%	3%
O=C(NCCc1ccccc1)c1cccc(Br)c1	6%	.	-3%
CCCN1Cc2cccc(C(=O)NCc3ccccc3)c2C1=O	0%	-1%	16%
Cc1ccc(Nc2nc(C)nc(N)c2S(=O)(=O)c2ccccc2)cc1	-4%	7%	.
S=C(NCc1ccc(Cl)c(Cl)c1)Nc1ccc2c(c1)OCO2	2%	5%	14%
COc1ccc(-c2nn(CCC(=O)O)cc2/C=C2\SC(N)=NC2=O)cc1	-17%	.	-12%
Cc1ccccc1NC1C=CS(=O)(=O)C1 (stereo unspecified)	8%	0%	-1%
CN1CCC(N(C)C(=O)c2ccc(Cl)c(S(=O)(=O)N(C)c3ccc(Cl)cc3)c2)CC1	3%	2%	.
Cc1cc(OCC(=O)NCC2CCC(C(=O)O)CC2)c2c(C)cc(=O)oc2c1 (stereo unspecified)	1%	.	-3%
CCCCn1c(SCC(=O)Nc2cc(C(F)(F)F)cc(C(F)(F)F)c2)nnc1C(CC)N(C)C (stereo unspecified)	-15%	5%	?
COc1ccccc1OCCNC(=O)CCNC(=O)c1ccccc1OC	0%	0%	.
COC(=O)c1cc(-c2ccc(OC)cc2)nc2nc(SC)[nH]c(=O)c12	12%	3%	?

An excerpt from above in order of their number in TDP1 inh, falling:
SMILES,TDP1 inh,N370S GC
O=S(=O)(CCc1ccccc1)/N=C/c1cccs1,2%,3%
Cc1oc(C(C)(C)C)cc1C(=O)N1CCN(c2ccc(C(F)(F)F)cn2)CC1,1%,0%
CCCN1Cc2cccc(C(=O)NCc3ccccc3)c2C1=O,-1%,16%

The listing continues.
SMILES	FEN1 inh	TDP1 inh	N370S GC
CCc1cccc(CC)c1NC(=O)c1ccc2c(c1)CCN2S(=O)(=O)c1ccccc1	-3%	2%	.
COc1ccc2c(c1)cc(CNc1ccc(OC)c(OC)c1)c(=O)n2CC(=O)Nc1ccc(F)cc1	8%	11%	.
O=S(=O)([O-])CCC[N+]1(CC#Cc2ccccc2)CCCCC1	?	2%	-7%
CC(=O)c1cc(-c2ccccc2)n(CC(=O)NC2CCCC2)c1C	0%	3%	-2%
O=C(CSc1cn[nH]n1)Nc1nc2ccccc2s1	-2%	.	2%
COc1ccc(N2C(=O)C3NN=C(C(=O)OCc4ccccc4)C3C2=O)cc1 (stereo unspecified)	0%	6%	-5%
CCCc1cc(=O)[nH]c(SCC(=O)NC)n1	4%	3%	-2%
CCc1ccc(C2=C/C(=C/c3cccnc3)C(=O)O2)cc1	1%	-5%	4%
CC(=C/c1ccccc1)/C=N/n1cnnc1	6%	4%	-6%
C=C1CSc2nc(=O)c3c4c(sc3n21)CCCC4	-5%	4%	4%
Cc1cc(Cl)c2oc(C(=O)N3CCN(C(=O)c4ccco4)CC3)c(C)c2c1	-22%	3%	0%
COc1cc(NC(=O)C(C)Oc2ccccc2)c(C(=O)O)cc1OC (stereo unspecified)	-20%	5%	-16%
O=C(Cn1c(-c2cccs2)cc2cc(F)ccc21)N1CCN(c2cccc(Cl)c2)CC1	1%	6%	.
CCc1nnc(NC(=O)Cc2cc(OC)c(OC)c(OC)c2)s1	-3%	0%	-4%
CCOC(=O)C(NCCc1ccccc1F)(NC(C)=O)C(F)(F)F (stereo unspecified)	-1%	-3%	-15%
COc1cc(OC)cc(C(=O)OCC(=O)NCc2ccco2)c1	12%	-8%	.
COc1ccccc1NC(=O)COc1ccc(/C=N/NC(=O)CSCc2cc(C)cc(C)c2)cc1	15%	3%	-4%
CC(C)(C)NC(=O)c1oc2ccccc2c1NC(=O)c1ccccc1F	-1%	-3%	.
O=C(OCc1ccccc1)c1cccc(-c2nnn(Cc3ccccc3)n2)c1	2%	.	19%
CCC(CC)C(=O)Nc1nnc(SCC(=O)NC2CCCCC2)s1	-4%	15%	-7%
O=C(CSc1ccc(-c2cccc([N+](=O)[O-])c2)nn1)NC1CCCC1	4%	5%	10%
CCOc1ccc(NC(=O)N(C(C)C)C2CCN(C(C)=O)CC2)cc1	5%	5%	.
COC(=O)c1cc(S(=O)(=O)N2CCCC(C)C2)cn1C (stereo unspecified)	15%	3%	-4%
CCOC(=O)CCSCC(=O)N1N=C(c2cccs2)CC1c1ccc(C)cc1 (stereo unspecified)	-15%	3%	2%
CC12CCC(=O)N1C(C(=O)Nc1cc(C(F)(F)F)ccc1N1CCCCC1)CS2 (stereo unspecified)	-22%	1%	12%
